M17LAP inhibition – P. falciparum M17LAP inhibitors, primary screen, biochemical, fluorogenic H-Leu-NHMec substrate, 1536-well (AID 1619); Leucine aminopeptidase (Plasmodium falciparum (isolate 3D7)); recombinant M17LAP, H-Leu-NHMec fluorogenic kinetic assay; higher % means a stronger effect; inhibition, % at 30 µM, or IC50 in µM where a hit was titrated; 220,000 tested, 0.38% active;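 active means compound inhibiting the enzyme by more than half at any dose during confirmatory dose-response retesting; inconclusive means strong single-dose inhibitors picked by rank but not retested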;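 further: plate controls were full reaction with DMSO carrier for no effect and no enzyme background for full effect; strong numbers were not always called active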
NOD2 inhibition – NOD2 signaling inhibitors, cell-based, luminescence, uHTS, HEK293 (AID 1566); one-dose inhibition, % at 4 µM; EC50 in µM for titrated hits; 290,000 tested, 0.63% active; HEK293 NOD2/NF-kB luciferase reporter, luminescence; higher % means a stronger effect; further: many of its hits are not listed in these tables
KOR beta-arrestin-1 – KOR agonists, beta-arrestin recruitment, primary screen, cell-based, luminescence, uHTS (AID 1777); KOR beta-arrestin recruitment, luminescence; higher % means a stronger effect; 280,000 tested, 0.02% active; activation, % at 10 µM; hits with a dose series show EC50 in µM; in the data active means activation above about 50%, passing the limit was not always enough; further: a part of the inactive calls stands beside numbers as strong as those of hits
KOR beta-arrestin-2 – KOR antagonists, beta-arrestin recruitment, cell-based, luminescence, uHTS (AID 1778); inhibition, % at 10 µM, or IC50 in µM where a hit was titrated; KOR beta-arrestin recruitment, luminescence, antagonist mode; higher % means a stronger effect; 290,000 tested, 0.091% active; further: strong numbers were not always called active
GPR55 activation – GPR55 agonists via beta-arrestin recruitment, primary screen, imaging, U2OS cells, beta-arrestin-GFP redistribution (AID 1961) | G-protein coupled receptor 55 (Homo sapiens) | 290,000 tested, 0.048% active | U2OS GPR55 beta-arrestin-GFP redistribution imaging; higher % means a stronger effect | activation, % at 10 µM, or EC50 in µM where a hit was titrated;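 active means activation above 40% with more than 50 cells counted in the well; inconclusive means wells holding fewer than 50 cells, flagged as toxic or sparse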;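 further: U2OS osteosarcoma cells stably expressing GPR55 and beta-arrestin-GFP; plate controls were DMSO negative control for no effect and LPI positive control for full effect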
AID2073 – inhibitors of Mint1-CaV2.2 protein interaction, biochemical, HTRF (AID 2073); 290,000 tested, 0.19% active; inhibition, % at 20 µM, or IC50 in µM where a hit was titrated; HTRF protein-protein interaction, Mint1-CaV2.2; higher % means a stronger effect; Voltage-dependent N-type calcium channel subunit alpha-1B (Homo sapiens); in the data active means inhibition mostly above about 51%, no sharp cut-off; inconclusive means no clear call, values can overlap the other calls; inactive means mostly below about 53%; further: some results filed as inactive read as strong as hits
P. falciparum M1AAP – P. falciparum M1AAP inhibitors, biochemical, fluorogenic H-Leu-NHMec substrate, 1536-well (AID 1445) | 220,000 tested, 0.42% active | inhibition, % at 30 µM; hits with a dose series show IC50 in µM | Aminopeptidase N (Plasmodium falciparum (isolate 3D7)) | recombinant M1AAP, H-Leu-NHMec fluorogenic kinetic assay; higher % means a stronger effect;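 active means primary inhibition above the hit cutoff, then over 50% inhibition at one or more dose response concentrations, cut at about 23% in these data, passing the limit was not always enough; inconclusive means conflicting primary data, or primary hits not chosen for dose response; inactive means low primary inhibition, or under 50% at every dose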;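 further: plate controls were DMSO full reaction for no effect and no enzyme background for full effect; strong numbers were not always called active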
Dynein transport – inhibitors of GR-EGFP nuclear translocation, primary screen, dynein cargo transport inhibitor project, imaging, high-content, 3617.4 mouse cells; test concentration mostly 20 µM; stimulated with dexamethasone, 1 µM; stronger effect = lower value; z-score, hits read low; 220,000 tested, 0.47% active; AID 1381, 2008;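 active means plate z-score of nuclear minus cytoplasmic receptor signal below a set negative limit, without overly bright fluorescence or cell loss, cut at about -3.5 in these data, passing the limit was not always enough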;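 further: z-score of nuclear minus cytoplasmic ring GR-EGFP intensity difference per well; some compounds called inactive have numbers as strong as hits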
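Buffer or medium: tet-free medium with charcoal-stripped serum / Also added: dexamethasone agonist, 1.0 µM final, for 30 min / Timing: induction 48 h, compound 1 h, agonist 30 min / Measured by: high-content fluorescence imaging after fixation / Read-out: nuclear-to-cytoplasmic GR-EGFP distribution per well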
NOD1 inhibition – NOD1 signaling inhibitors, primary screen, cell-based, luminescence, uHTS (AID 1578); NOD1-driven NF-kB luciferase reporter cells, luminescence; higher % means a stronger effect; inhibition, % at 4 µM; hits with a dose series show EC50 in µM; 290,000 tested, 1% active; in the data active means inhibition mostly above about 36%, no sharp cut-off; inactive means mostly below about 34%;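 further: HEK-293T reporter cells stimulated with the NOD1 agonist gamma-tri-DAP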
Dynein transport cytoplasmic EGFP – recorded beside Dynein transport, whose call it bears; z-score; measured here: cytoplasmic GR-EGFP intensity; stronger effect = higher value
Dynein transport nuclear GR-EGFP – second read-out of Dynein transport, no call of its own (marks repeat the call); z-score; measured here: nuclear GR-EGFP intensity;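 lower value marks the stronger effect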
Dynein transport cell count – further read-out of Dynein transport, marked with its call; z-score; measured here: cell count per field
* hit, by the source's call; ? = inconclusive; / = not tested or not shown; [ ] = another dose, or the depositor's remark. Unless noted, no stated cut-off is given here; in the data, active means inhibition above about 50%; inactive means the rest. Not all compounds are listed; count on the stated rates, not on these rows.

SMILES	M17LAP inhibition	NOD2 inhibition	KOR beta-arrestin-1	KOR beta-arrestin-2	GPR55 activation	AID2073	P. falciparum M1AAP	Dynein transport	Dynein transport cytoplasmic EGFP	Dynein transport nuclear GR-EGFP	Dynein transport cell count	NOD1 inhibition
CCCOC(=O)C(C)n1c(-c2ccccc2)nc2ccccc2c1=O (stereo not drawn)	8%	0%	-1.0%	15%	-0.1%	-4%	1%	1.8	-0.24	0.22	-0.44	/
COC(=O)C(NC(=O)c1ccc(OC)cc1)(Nc1ncc(S(=O)(=O)c2ccc([N+](=O)[O-])cc2)s1)C(F)(F)F (stereo not drawn)	-14%	-4%	-0.6%	-25%	0.0%	-8%	10%	0.77	-0.18	0.88	0.54	-5%
CCc1cc2c(=O)c(-c3ccc4c(c3)OCO4)coc2c(CN(C)C)c1O	/	8%	-1.9%	-14%	0.0%	18%	/	/	/	/	/	-4%
COc1ccc(C(=O)OCC2CC(c3ccccc3)=NO2)cc1OC (stereo not drawn)	5%	5%	-1.2%	-17%	0.2%	-6%	3%	-1.2	-0.28	-0.62	1.3	-33%
O=c1/c(=C\c2ccc(O)cc2)sc2nc(-c3ccccc3)c(-c3ccccc3)n12	-6%	43%	0.0%	50%	-0.1%	4%	0%	3.5	1.2	3.7	-3.2	18%
Cc1[nH]c2ccccc2c1/C=N/Nc1ccccc1[N+](=O)[O-]	-2%	-31%	-7.6%	23%	-0.1%	-20%	5%	-1.4	-0.3	-0.81	0.12	-51%
COc1ccc(C(=O)CC(=O)C(=O)Nc2cc(OC)ccc2OC)cc1	/	-5%	3.3%	18%	0.0%	3%	/	/	/	/	/	3%
CC(C)C(NC(=O)c1ccc(C(C)(C)C)cc1)C(=O)NC1=NCCS1 (stereo not drawn)	23%	2%	-4.4%	12%	-0.1%	-11%	3%	-0.77	0.017	-0.44	1.2	-28%
COc1ccc(C(CC(=O)N2CCCCC2)C(C)C)cc1 (stereo not drawn)	-3%	9%	-0.1%	30%	-0.2%	23%	0%	-0.15	-0.17	-0.24	-0.45	-7%
COc1cccc(OCC(O)CN2CCc3ccccc3C2)c1 (stereo not drawn)	/	14%	4.1%	-35%	-0.2%	-1%	/	/	/	/	/	-11%
CN1CCN(CC#CC(C)(O)C2CC3C=CC2C3)CC1 (stereo not drawn)	10%	9%	-1.7%	16%	-0.2%	-6%	6%	-0.79	0.14	-0.018	0.95	6%
CC(=O)Nc1ccc(NC(=O)Cn2ccc([N+](=O)[O-])n2)cc1	-10%	20%	-7.8%	-21%[20 µM]	0.2%	-6%	5%	-0.077	-0.31	-0.54	0.52	-12%
Cc1ccc(CNc2ccc(N3CCOCC3)c(Cl)c2)cc1	/	3%	0.8%	-30%[20 µM]	0.6%	-3%	/	/	/	/	/	-16%
O=C(Nc1cccc(Oc2ccc3c(c2)C(=O)NC3=O)c1)c1ccco1	13%	19%	-4.4%	18%	-0.3%	2%	0%	-0.17	-0.27	-0.21	0.9	-8%
CC(=O)c1ccc(NC(=O)COC(=O)C2C3CC4OC(=O)C2C4C3)cc1 (stereo not drawn)	/	15%	-3.7%	-18%	-0.1%	3%	/	/	/	/	/	16%
O=C(CCCOc1ccccc1)NCCc1ccccc1	1%	-38%	-2.7%	2%	0.3%	-9%	5%	-0.097	-0.3	0.5	-0.33	-56%
Cc1ccc([N+](=O)[O-])cc1N1C(=O)CS/C1=N\NC(=O)c1cccnc1	-1%	11%	-3.1%	-7%	-0.1%	-4%	-3%	0.93	-0.11	0.87	-0.85	-10%
COc1ccc(C(=O)OCC(=O)c2ccccc2)cc1S(=O)(=O)N1CCOCC1	2%	-27%	-7.2%	-54%	-0.2%	2%	5%	-0.6	-0.095	-0.37	0.86	14%
Cc1nnc(SCC(=O)Nc2ccc3c(c2)OCO3)[nH]c1=O	7%	7%	-4.8%	1%	0.5%	-3%	5%	-0.34	-0.23	-0.19	0.77	-30%
O=C(CSc1ncn[nH]1)NCc1ccc(Cl)cc1	/	-10%	1.3%	-42%	0.4%	7%	/	/	/	/	/	-25%
CSc1cccc(NC(=O)c2cnn3ccccc23)c1	4%	22%	3.9%	15%	-0.2%	9%	6%	-0.49	-0.3	-0.46	0.31	-2%
O=C(c1cnn(-c2ccccc2)c1-n1cccc1)N1CCN(C2CCCCC2)CC1	-4%	-37%	1.4%	3%	-0.1%	-4%	2%	-0.65	-0.1	-0.053	0.64	-16%
CCC(C)NC(=O)C1(NC(=O)Nc2ccccc2)CCCCC1 (stereo not drawn)	22%	12%	-2.3%	4%	0.6%	2%	-3%	2	-0.18	1.1	-0.91	-21%
COc1cccc(CNC(=O)CCc2nnc3ccc(NCCCN4CCCC4=O)nn23)c1	/	7%	3.6%	-51%	0.6%	2%	/	/	/	/	/	21%
COc1cccc2c1OCC(CN1CCN(Cc3ccccc3)C(CCO)C1)=C2 (stereo not drawn)	/	8%	-5.7%	-8%	-0.1%	8%	/	0.75	-0.1	0.97	-0.67	-33%

An excerpt from above in order of molar mass, low to high:
SMILES	M17LAP inhibition	NOD2 inhibition	KOR beta-arrestin-1	KOR beta-arrestin-2	GPR55 activation	AID2073	P. falciparum M1AAP	Dynein transport	Dynein transport cytoplasmic EGFP	Dynein transport nuclear GR-EGFP	Dynein transport cell count	NOD1 inhibition
O=C(CSc1ncn[nH]1)NCc1ccc(Cl)cc1	/	-10%	1.3%	-42%	0.4%	7%	/	/	/	/	/	-25%
COc1ccc(C(CC(=O)N2CCCCC2)C(C)C)cc1 (stereo not drawn)	-3%	9%	-0.1%	30%	-0.2%	23%	0%	-0.15	-0.17	-0.24	-0.45	-7%
COc1cccc(OCC(O)CN2CCc3ccccc3C2)c1 (stereo not drawn)	/	14%	4.1%	-35%	-0.2%	-1%	/	/	/	/	/	-11%
Cc1ccc(CNc2ccc(N3CCOCC3)c(Cl)c2)cc1	/	3%	0.8%	-30%[20 µM]	0.6%	-3%	/	/	/	/	/	-16%
CCCOC(=O)C(C)n1c(-c2ccccc2)nc2ccccc2c1=O (stereo not drawn)	8%	0%	-1.0%	15%	-0.1%	-4%	1%	1.8	-0.24	0.22	-0.44	/
COc1ccc(C(=O)CC(=O)C(=O)Nc2cc(OC)ccc2OC)cc1	/	-5%	3.3%	18%	0.0%	3%	/	/	/	/	/	3%
COc1cccc(CNC(=O)CCc2nnc3ccc(NCCCN4CCCC4=O)nn23)c1	/	7%	3.6%	-51%	0.6%	2%	/	/	/	/	/	21%

The listing continues:
SMILES	M17LAP inhibition	NOD2 inhibition	KOR beta-arrestin-1	KOR beta-arrestin-2	GPR55 activation	AID2073	P. falciparum M1AAP	Dynein transport	Dynein transport cytoplasmic EGFP	Dynein transport nuclear GR-EGFP	Dynein transport cell count	NOD1 inhibition
Cc1ccc(NC(=O)Cn2nnc(-c3ccccc3-n3cnnn3)n2)c(C)c1	19%	4%	-5.9%	-11%	0.0%	-7%	0%	-0.28	-0.19	-0.47	1.4	-29%
CCOc1ccc(NC(=S)NC(=O)Cc2ccccc2)cc1	/	14%	-0.8%	15%	0.2%	-8%	/	/	/	/	/	-21%
CC1(C)C2CCC1(CS(=O)(=O)NCc1ccc(Cl)cc1Cl)C(=O)C2 (stereo not drawn)	/	8%	1.6%	-1%	-0.4%	1%	/	/	/	/	/	15%
CCOC(=O)CNC(=O)CNC(=O)c1ccc(OCC(C)C)cc1	-1%	-9%	2.5%	-11%	0.2%	-1%	2%	-0.11	-0.43	-0.085	0.076	-8%
c1ccc(NC2=NCCCCS2)cc1	-1%	2%	1.6%	-39%	-0.2%	0%	6%	0.34	-0.24	0.19	0.46	-28%
COCCn1c(-c2ccc(-c3ccccc3Cl)o2)nc2c1c(=O)[nH]c(=O)n2CC(C)C	8%	-33%	4.6%	-41%	0.0%	31%	6%	-0.37	-0.052	0.0056	0.12	-19%
O=C(O)C1CCC(N2C(=O)C3CCCCC3C2=O)CC1 (stereo not drawn)	-12%	12%	-7.7%	6%	0.0%	-3%	-9%	-0.38	-0.24	-0.14	0.57	4%
Cc1cccc(C)c1OCCn1nc(C(=O)O)c2ccccc2c1=O	3%	3%	-1.8%	-3%	0.3%	-6%	3%	1.6	-0.21	0.65	-0.25	17%
CCOCCCNC(=O)CN1C(=O)CSc2ccc(S(=O)(=O)N3CCOCC3)cc21	/	-15%	-4.9%	3%	0.3%	11%	/	/	/	/	/	-9%
Nc1nc(SCC(=O)c2ccc([N+](=O)[O-])cc2)n[nH]1	1%	17%	-5.1%	-17%[20 µM]	-0.1%	18%	3%	-0.27	-0.12	-0.016	-0.62	7%
O=S(=O)(/N=C(/Nc1ccc(F)cc1F)c1ccccc1)c1ccc(Br)cc1	-10%	2%	5.9%	5%	-0.1%	9%	6%	1.8	-0.12	0.91	-1.2	-22%
O=C(CS(=O)c1cccc(Cl)c1)Nc1ccccc1Cl (stereo not drawn)	4%	15%	0.6%	-7%	0.2%	9%	0%	-0.97	-0.18	-0.71	0.24	6%
Cc1ccc(-n2nnnc2SCC#N)cc1	0%	14%	-3.8%	4%	-0.4%	?	6%	-0.55	-0.35	0.18	0.05	-20%
Cc1ccc(CNC(=O)c2ccc3c(c2)NC(=O)C(N2CCOCC2)S3)cc1 (stereo not drawn)	13%	8%	1.8%	8%	-0.2%	-12%	-5%	1.1	-0.21	0.49	0.63	-20%
CCOC(=O)CN(C(=O)CCC(=O)Nc1cc(C)on1)C(C(=O)NC1CCCC1)c1cccnc1 (stereo not drawn)	3%	11%	-3.1%	8%	-0.1%	0%	-4%	-0.86	-0.18	-1	0.72	5%
CC(=O)c1ccc(-c2nnc(CCC(=O)N(C)Cc3cccc4cnccc34)o2)s1	5%	28%	-0.9%	-2%	-0.3%	10%	-4%	0.38	-0.32	0.29	-0.095	-11%
